HT1080 IDH1KD tx = qHTS for induction of synthetic lethality in tumor cells producing 2HG: qHTS for the HT-1080-IDH1KD cell line. HT-1080 IDH1 knockdown viability, ATP luminescence, 48 h. Potency, µM (titrated, usually from 46.1 µM), inactives show at the top dose activity, negative = toxicity, most hits filed as cytotoxic. 360,000 compounds, 2% hits;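 note: 0% = DMSO wells and -100% = cell-free medium wells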
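In this qHTS, HT-1080 cells depleted of IDH1 are exposed for 48 h at 37 °C to compound titrations. Toxicity is scored from CellTiter-Glo luminescence, with DMSO as full viability and medium alone as none.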
MCF10A rerep = A quantitative high throughput screen for small molecules that induce DNA re-replication in MCF 10a normal breast cells; 350,000 compounds, 2.9% hits; Potency, µM (doses to about 46.1 µM), inactives show top-dose activity, positive = re-replication, hits mostly activators; MCF 10A DNA re-replication, Hoechst nuclear intensity, 48 h; note: % of control where 0% means no effect; nearly all actives have a fitted effect of over 50% in size
SW480 rerep = A quantitative high throughput screen for small molecules that induce DNA re-replication in SW480 colon adenocarcinoma cells | SW480 DNA re-replication, Hoechst DNA content imaging, 48 h | Potency, µM (top dose mostly 46.1 µM), inactives show at the highest dose re-replication activation, most hits filed as activators | 340,000 compounds, 1.8% hits; note: % of control where 0% means no effect; nearly all actives have a fitted effect of over 55% in size
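Compounds, transferred as 23 nL by pin tool, were incubated with cells for 48 hr; DNA content per nucleus was then quantified by Hoechst staining and fluorescence plate imaging.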
HT1080-NT tox = qHTS for induction of synthetic lethality in tumor cells producing 2HG: qHTS for the HT-1080-NT fibrosarcoma cell line. HT-1080-NT fibrosarcoma viability, CellTiter-Glo ATP luminescence, 48 h. Potency, µM (series often up to 46.1 µM), without a hit: at the top dose activity, negative = less viability, most hits filed as cytotoxic. 360,000 compounds, 1.6% hits;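 note: NT is the 2HG producing partner of a matched IDH1 knockdown line; 0% = DMSO-treated cells and -100% = media-only wells without cells; nearly all actives have a fitted effect of over 55% in size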
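Read-out is CellTiter-Glo luminescence after 10 minutes at room temperature, following 48 hours' compound treatment of HT-1080-NT cells (750 cells/well, RPMI, 5% FBS, 37 degrees C).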
ATXN2 expr inh = Primary qHTS for Inhibitors of ATXN expression | HEK-293 ATXN2-luciferase reporter, luminescence, 24 h | Potency, µM (top dose mostly 57 µM), for inactives: at the highest dose activity change, negative = inhibition, hits mostly inhibitors | 360,000 compounds, 0.72% hits | AID 1745845, 2022; note: % is set by controls: 0 for no effect and ±100 for the full control effect; nearly all actives have a fitted effect of over 55% in size
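qHTS (up to 57 uM final) was run with 24 h compound exposure of reporter cells at 37 °C. Each well was multiplexed: SteadyGlo luminescence measured ATXN2-luciferase expression after a fluorogenic Gly-Phe-AFC viability readout (25 uM final).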
The depositor's hits bear a star; ? = inconclusive; / = not tested or not shown; [ ] = another dose, or the depositor's remark. Calls come from the whole dose curve; as a rule, active = well fitted curve in the direction sought with a large enough effect; inconclusive = small, poorly fitted or top-dose-only effect, or another doubt; inactive = no such curve, though single readings can be large; an effect the other way counts as inactive or inconclusive. Potency is the fitted concentration of half-maximal effect. An excerpt (hit frequency here may not be typical).

| Compound | SW480 rerep | HT1080 IDH1KD tx | MCF10A rerep | HT1080-NT tox | ATXN2 expr inh |
| --- | --- | --- | --- | --- | --- |
| C[C@@]1(CO)[C@H](O)CC[C@@]2(C)[C@H]1CC[C@H]1C[C@@H]3C[C@@]12CC[C@]3(O)CO | 19% | / | 19% | / | / |
| CN1CCCC(=C(c2cccs2)c2cccs2)C1 | 2% | / | 13% | / | / |
| Cn1sc(Cl)cc1=O | -7% | / | 11% | / | / |
| COC([CH2][Hg])CNC(=O)c1ccccc1OCC(=O)O (centres undefined) | ? | / | ? | / | / |
| C=CC1CN2CCC1CC2C(OC(=O)OCC)c1ccnc2ccc(OC)cc12 (centres undefined) | -4% | / | 1% | / | / |
| CNC(C)[C@@H](O)c1ccc(O)cc1 (some centres undefined) | 0% | / | -3% | / | / |
| O=C1C2CC=CCC2C(=O)N1SC(Cl)(Cl)Cl (centres undefined) | 6.7µM* | / | 4.2µM* | / | / |
| O=[N+]([O-])c1ccc(F)c([N+](=O)[O-])c1 | -1% | / | 13% | / | / |
| CN1C(=O)C(O)N=C(c2ccccc2)c2cc(Cl)ccc21 (centres undefined) | -11% | / | 2% | / | / |
| CCC/C=C/C=C/C(=O)OC1/C(=C/C(=O)OC)CC2CC(C(C)O)OC(=O)CC(O)CC3CC(OC(C)=O)C(C)(C)C(O)(CC4C/C(=C/C(=O)OC)CC(/C=C\C(C)(C)C1(O)O2)O4)O3 (centres undefined) | ? | / | 16% | / | / |
| C[N+]12CCC(CC1)[C@@H](OC(=O)C(O)(c1ccccc1)c1ccccc1)C2 | -5%[20.6 µM] | / | -5%[20.6 µM] | / | / |
| CC[C@@H]1[C@@H]2C[C@H]3[C@H]4N(C)c5ccccc5[C@@]45C[C@@H]([C@@H]2[C@@H]5O)N3[C@H]1O | -3%[20.6 µM] | / | 1%[20.6 µM] | / | / |
| NS(=O)(=O)c1cc([C@@]2(O)NC(=O)c3ccccc32)ccc1Cl | -4%[20.6 µM] | / | 0%[20.6 µM] | / | / |
| CCCC(C)C1(CC)C(=O)NC(=S)NC1=O (centres undefined) | 1% | / | -1% | / | / |
| CCC(C)C1O[C@]2(C=CC1C)CC1CC(C/C=C(\C)[C@H](OC3CC(OC)C(O[C@H]4CC(OC)[C@@H](O)C(C)O4)C(C)O3)[C@@H](C)/C=C/C=C3\COC4C(O)C(C)=C[C@H](C(=O)O1)[C@@]34O)O2 (some centres undefined) | 6% | / | ? | / | / |
| c1csc(C2(N3CCCCC3)CCCCC2)c1 | -4% | / | -4% | / | / |
| O=[N+]([O-])OC1CO[C@H]2C(O[N+](=O)[O-])COC12 (some centres undefined) | -1% | / | -2% | / | / |
| Cc1cc(C)cc(C(=O)OC2CC3CCC(C2)N3C)c1 (centres undefined) | -5% | / | ? | / | / |
| O=P(O)(O)C(Cl)(Cl)P(=O)(O)O | 2% | / | 2% | / | / |
| CCNC[C@H](O)c1cccc(O)c1 | -6%[20.6 µM] | / | 3%[20.6 µM] | / | / |
| O=C1Nc2ccc(Cl)cc2C(c2ccccc2Cl)=NC1O (centres undefined) | 5% | / | 5% | / | / |
| O=c1[nH]c(=O)n(Cl)c(=O)n1Cl | 0% | / | 1% | / | / |
| [N-]=[N+]=CC(=O)OCC(N)C(=O)O (centres undefined) | 2% | / | 15% | / | / |
| CCCC(C)(COC(N)=O)COC(=O)NC1CC1 (centres undefined) | -1% | / | -5% | / | / |
| FC(F)OC(F)(F)C(F)Cl (centres undefined) | -6% | / | 4% | / | / |
| CO[C@@H](COC(N)=O)C1=C(N2CC2)C(=O)C(C)=C(N2CC2)C1=O | ? | / | 4.7µM* | / | / |
| CCNC(C)Cc1cccc(C(F)(F)F)c1 (centres undefined) | 5% | / | 0% | / | / |
| C/C(=C\c1csc(C)n1)[C@@H]1C[C@@H]2O[C@]2(C)CCC[C@H](C)[C@H](O)[C@@H](C)C(=O)C(C)(C)[C@@H](O)CC(=O)O1 | ? | / | ? | / | / |
| CC1CCC(C(C)C)C(OC(=O)c2ccccc2N)C1 (centres undefined) | -3% | / | 19µM* | / | / |
| C=CCC1(C(C)CCC)C(=O)N=C(S)NC1=O (centres undefined) | -1% | / | -1% | / | / |
| CNC[C@H](O)c1ccc(O)cc1 | 1%[20.6 µM] | / | -10%[20.6 µM] | / | / |
| CCC1OC(=O)CC(O)C(C)[C@@H](O[C@@H]2OC(C)[C@H](O[C@@H]3C[C@@](C)(O)C(O)C(C)O3)C(N(C)C)C2O)[C@H](CC=O)CC(C)C(=O)/C=C/C(C)=C/[C@@H]1COC1OC(C)C(O)C(OC)[C@@H]1OC (some centres undefined) | -6% | / | 2% | / | / |
| CCC(C)(S(=O)(=O)CC)S(=O)(=O)CC | 7% | / | 4% | / | / |
| CCN(CC)CCO[C@H]1CC[C@@]2(C)C(=CC[C@@H]3[C@H]2CC[C@]2(C)C(=O)CC[C@H]32)C1 | -4% | / | 12% | / | / |
| C#CCN1CC(=O)N(COC(=O)[C@@H]2[C@@H](C=C(C)C)C2(C)C)C1=O | -5% | / | 0% | / | / |
| OC[C@@H](O)[C@H]1O[C@@H]2OC(C(Cl)(Cl)Cl)O[C@H]2[C@H]1O (some centres undefined) | -4% | / | 2% | / | / |
| CC(=O)c1c(O)c(C)c(O)c(Cc2c(O)c3c(c(C(=O)/C=C/c4ccccc4)c2O)OC(C)(C)C=C3)c1O | / | ? | / | ? | / |
| CC(N)c1cccc(Cl)c1Cl (centres undefined) | / | 16% | / | 7% | / |
| C[C@]12CC[C@H]3[C@@H](CCC4=CC(=O)CC[C@@]43C)[C@@H]1CC[C@@H]2C(=O)O | / | / | / | / | 7% |
| C[C@H](N)[C@H](O)c1ccc(O)c(O)c1 | / | / | / | / | -8% |
| CCc1c(C(=O)C(N)=O)c2c(OCC(=O)O)cccc2n1Cc1ccccc1 | / | / | / | / | -2% |
| CC(O)CN1CCN(CC(=O)[O-])CCN(CC(=O)[O-])CCN(CC(=O)[O-])CC1.[Gd+3] (centres undefined) | / | / | / | / | 8% |
| COCCOCCO | / | / | / | / | -5%[116 µM] |
| CC(N[C@H]1C[C@H]1c1ccccc1)c1ccc2c(c1)OCCO2 (some centres undefined) | / | / | / | / | 9% |
| CCC(=O)O[C@@H]1C=C2CCC3C(CCC4(C)C3CC[C@@H]4OC(=O)CC)C2CC1 (some centres undefined) | / | / | / | / | 0% |
| O=c1oc2ccccc2c(O)c1C(CC(O)c1ccc(-c2ccc(Br)cc2)cc1)c1ccccc1 (centres undefined) | / | / | / | / | 9% |
| CCCN(CCC)c1c([N+](=O)[O-])cc(S(N)(=O)=O)cc1[N+](=O)[O-] | / | / | / | / | 50µM* |
| CCCCCC[C@H]1C(=O)O[C@H](C)[C@H](NC(=O)c2cccc(NC=O)c2O)C(=O)O[C@@H](C)[C@@H]1OC(=O)CC(C)C | / | / | / | / | ? |
| O=S(=O)(F)Cc1ccccc1 | / | / | / | / | 30% |
| CCC(=O)C(CCN(C)C)(c1ccccc1)c1ccccc1 | / | / | / | / | -17% |

(next part)
| Compound | SW480 rerep | HT1080 IDH1KD tx | MCF10A rerep | HT1080-NT tox | ATXN2 expr inh |
| --- | --- | --- | --- | --- | --- |
| CC(C)=C[C@@H]1[C@@H](C(=O)OCc2coc(Cc3ccccc3)c2)C1(C)C | / | / | / | / | -1% |
| C=C[C@@H]1CN2CCC1C[C@H]2[C@H](O)c1ccnc2ccccc12 (some centres undefined) | / | / | / | / | ? |
| S=C(SSC(=S)N1CCCCC1)N1CCCCC1 | / | / | / | / | -90% |
| N=c1c2c(-c3ccccc3)c(-c3ccccc3)n(Cc3ccccc3)c2ncn1C1CCC(O)CC1 (centres undefined) | / | / | / | / | 24µM* |
| CC(C)(N)Cc1ccccc1Cl | / | / | / | / | 8% |
| Oc1ccc2c3c1O[C@H]1[C@@H](O)C=C[C@H]4[C@@H](C2)NCC[C@@]341 | / | / | / | / | 53%[activator][116 µM] |
| CC(C)(C)[C@]1(O)C[C@@H]2OC(=O)C[C@@]23C(=O)O[C@@H]2OC(=O)[C@H](O)C213 (some centres undefined) | / | / | / | / | 3% |
| CC(C)=CCN1CC[C@@]2(C)c3cc(O)ccc3C[C@@H]1[C@@H]2C | / | / | / | / | ? |
| CCC(CC)(CNC(=O)CCCO)c1cccc(OC)c1 | / | / | / | / | 9% |
| CC1(N2CCC(n3c([C@@H]4CCCNC4)nc4ccccc43)CC2)CCCCCCC1 | / | / | / | / | ? |
| Cc1sc2c(c1C)C(c1ccc(Cl)cc1)=N[C@@H](CC(=O)OC(C)(C)C)c1nnc(C)n1-2 | / | / | / | / | 10% |
| C[C@]12COC(=O)C[C@@H]1CC[C@@H]1[C@H]2CC[C@@]2(C)[C@H]1CC[C@]2(C)O | / | / | / | / | 5% |
| COc1cc(CC(C)N)c(OC)cc1Br (centres undefined) | / | / | / | / | ? |
| O=[N+]([O-])c1cc([N+](=O)[O-])c2ccccc2c1 | / | / | / | / | -16%[116 µM] |
| N[C@@H](Cc1ccc(Oc2cc(I)c(O)c(I)c2)c(I)c1)C(=O)O | / | / | / | / | 3% |
| Cc1nnc2n1-c1sc(CCc3ccc(CC(C)C)cc3)cc1C(c1ccccc1Cl)=NC2C (centres undefined) | / | / | / | / | 35µM* |
| O=C(O)c1ccc(=O)[nH]c1 | / | / | / | / | 12% |
| CN(C)CCc1c[nH]c2cccc(OP(=O)(O)O)c12 | / | / | / | / | -5%[116 µM] |
| C=C1C[C@H]2[C@H]3CCC(=O)[C@@]3(C)CC[C@@H]2[C@@]2(C)C=CC(=O)C=C12 | / | / | / | / | -1% |
| CC(=O)N(C)c1cccc(-c2ccnc3c(C(=O)c4cccs4)cnn23)c1 | / | / | / | / | 76%[activator] |
| O=C(CCCCl)c1ccc(F)cc1 | / | / | / | / | 16% |
| COc1ccc(N(C(=O)Oc2c(C)cccc2C)c2ccnc(Nc3ccc(N4CCN(C)CC4)cc3)n2)c(OC)c1 | / | / | / | / | ? |
| CC[C@@H]1[C@@H](C)O[C@@](O)([C@@H](C)[C@H](O)[C@H](C)[C@H]2OC(=O)C=CC=C[C@@H](C)[C@@H]([C@@H](C)[C@@H](O)[C@H](C)[C@@]3(O)C[C@H](O[C@H]4C[C@H](O)[C@H](O)[C@H](C)O4)[C@H](CC)[C@@H](C)O3)OC(=O)C=CC=C[C@@H]2C)C[C@H]1O[C@H]1C[C@H](O)[C@H](O)[C@H](C)O1 | / | / | / | / | 0.97µM* |
| O=C(Oc1ccc([N+](=O)[O-])cc1)N1CCC(C(O)(c2ccc3c(c2)OCO3)c2ccc3c(c2)OCO3)CC1 | / | / | / | / | -14% |
| CNC(C)Cc1ccc2c(c1)OCO2 (centres undefined) | / | / | / | / | -4%[116 µM] |
| ClC1=C(Cl)[C@]2(Cl)[C@@H]3[C@@H]4C[C@@H]([C@H]5O[C@@H]45)[C@@H]3[C@@]1(Cl)C2(Cl)Cl | / | / | / | / | ? |

Retrieved by compound from the list above:
| Compound | SW480 rerep | HT1080 IDH1KD tx | MCF10A rerep | HT1080-NT tox | ATXN2 expr inh |
| --- | --- | --- | --- | --- | --- |
| O=C(CCCCl)c1ccc(F)cc1 | / | / | / | / | 16% |
| COc1cc(CC(C)N)c(OC)cc1Br (centres undefined) | / | / | / | / | ? |
| CC(=O)N(C)c1cccc(-c2ccnc3c(C(=O)c4cccs4)cnn23)c1 | / | / | / | / | 76%[activator] |
| N=c1c2c(-c3ccccc3)c(-c3ccccc3)n(Cc3ccccc3)c2ncn1C1CCC(O)CC1 (centres undefined) | / | / | / | / | 24µM* |
| Cc1sc2c(c1C)C(c1ccc(Cl)cc1)=N[C@@H](CC(=O)OC(C)(C)C)c1nnc(C)n1-2 | / | / | / | / | 10% |
| C=C[C@@H]1CN2CCC1C[C@H]2[C@H](O)c1ccnc2ccccc12 (some centres undefined) | / | / | / | / | ? |

From PubChem
